# Screening data from PubChem BioAssay.
# Imprint erasure: qHTS Assay for Compounds that Induce Erasure of Genomic Imprints; mouse ES Peg3-LacZ reporter, beta-gal luminescence, 40 h; Potency, µM (titrated, usually from 60.7 µM), for the others: at the top dose activity change, positive = activation, actives largely listed as activators; 110,000 compounds, 0.02% hits; AID 1948, 2009;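 further: 0% = negative control wells on the plate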
#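 Imprint erasure is scored as LacZ activity from the silenced maternal Peg3 allele in feeder-free female ES cells cultured 40 h with LIF. Luminescence is normalized to in-plate negative controls and fitted to the Hill equation.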
# p53ts 32C tox: qHTS Screen for Compounds that Selectively Target Cancer Cells with p53 Mutations: Cytotoxicity of p53ts Cells at the Permissive Temperature. Potency, µM (series often up to 46.1 µM), for the others: at the highest dose activity change, negative = cytotoxicity, most hits filed as cytotoxic. 130,000 compounds, 0.93% hits. H1299-p53A138V at 32C, ATP luminescence viability, 24 h;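 further: 0% = DMSO and -100% = full killing by reference compound; nearly all actives have a fitted effect of over 55% in size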
#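 Viability by ATPlite luminescence after 24 h compound treatment (up to 46 uM) at the permissive 32C. Cells are H1299 carrying p53 A138V. Scale runs from DMSO basal to 100 uM tamoxifen as full kill; AC50 from Hill fits.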
# p53ts 39C tox: qHTS Screen for Compounds that Selectively Target Cancer Cells with p53 Mutations: Cytotoxicity of p53ts Cells at the Nonpermissive Temperature | 130,000 compounds, 1.5% hits | H1299-p53A138V viability at 39C, ATP luminescence, 24 h | AID 902, 2007 | Potency, µM (highest dose often 46.1 µM), without a hit: at the top dose activity change, negative = cell killing, usual class: cytotoxic; further: nearly all actives have a fitted effect of over 55% in size
# IkB signaling: IkB Signaling; ABC-DLBCL IkBa-CBG/CBR dual luciferase ratio, 4 h; response scale: scaled: untreated 0%, proteasome inhibitor 100%; Potency, µM (highest dose often 57.1 µM), inactives show at the highest dose IkBa stabilization activation; 110,000 compounds, 0.04% hits; AID 445, 2006; active means well fitted curve in the direction sought with a large enough effect in the signal ratio, not every such curve was filed as active; inconclusive means small, poorly fitted or top-dose-only effect, or a change in a side signal; the % refers to the signal ratio;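 further: the direction sought is a rising ratio; 0% = basal untreated cells and 100% = reference inhibitor full response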
#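 Luminescence ratio of IκBα-fused green versus native red beetle luciferase in OCI-Ly3 cells, 4 h post-doxycycline with compound; red signal alone, scaled from basal (0%) to zero light (-100%), flagged nonspecific or cytotoxic effects.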
# Active calls of the source: *; ? = inconclusive; . = not tested or not shown; [ ] = another dose, or the depositor's remark. Unless noted, the call rests on the fitted dose curve; in most records, active means well fitted curve in the direction sought with a large enough effect; inconclusive means small, poorly fitted or top-dose-only effect, or another doubt; inactive means no such curve, though single readings can be large; an effect the other way counts as inactive or inconclusive. Unless noted, on the % scale 0 is the no-effect control and ±100 the full control effect; potency means the concentration at half of the fitted maximal effect.
# Each structure is followed by: Imprint erasure, p53ts 32C tox, p53ts 39C tox, IkB signaling
- COc1ccc(CCNC(=O)CCc2cn(Cc3ccc(C)cc3)c3ccccc23)c(OC)c1OC
  -17%[10.9 µM], 12%, -6%, -1.3%
- CCSc1oc(-c2cccs2)nc1S(=O)(=O)c1ccc(Br)cc1
  -11%[10.9 µM], 11%, 12%, 0.4%
- CCc1cccc(NC(=O)c2cc3c(=O)[nH]c4ccccc4c3n2C)c1
  -10%[10.9 µM], -7%, ?, -1.3%
- O=C(CSc1nnc(-c2ccc(Cl)cc2)o1)N1CCc2ccccc21
  19%[10.9 µM], -1%, -6%, 2.6%
- Cc1cccc(OCC(=O)NCC2(N3CCN(C)CC3)CCCCC2)c1
  -18%[10.9 µM], -7%, -18%, 1.7%
- CN1CCN(c2ccc(NC(=O)c3cccc(OCc4ccccc4)c3)cc2)CC1
  -54%[inhibitor], -19%, -14%, ?
- CCOc1ccc(N2Nc3n[nH]c(N)c3N2)cc1
  ., -20%, -18%, .
- c1ccc2c(c1)CCN(c1nc3cc4c(cc3s1)OCO4)C2
  -78%[inhibitor], 13µM*, ?, ?
- CC(C)CCNC(=O)CN(Cc1ccc2c(c1)OCO2)C(=O)Cn1nnc(-c2cccs2)n1
  -8%, -8%, 3%, 0.1%
- Cc1cc(C)n2nc(C(=O)Oc3ccc4c(c3)OCO4)nc2n1
  9%, 4%, 5%, 0.5%
- COc1ccccc1Cn1c(C2CC(=O)N(c3ccccc3OC)C2)nc2ccccc21 (centres undefined)
  -17%[10.9 µM], -9%, -13%, -1.1%
- O=C(CSc1ccccc1C(=O)O)NCc1ccco1
  -5%, 2%, -3%, 0.5%
- Cc1ccc(NC(=O)CN(C)S(=O)(=O)c2ccc3nc(C)sc3c2)c(C)c1
  7%[10.9 µM], 6%, -15%, 0.1%
- CC(=O)N1CCc2cc(CNS(=O)(=O)c3ccc(Cl)s3)ccc21
  24%[10.9 µM], -1%, -12%, -0.6%
- CCOC(=O)Cn1c(=O)cc(C(F)(F)C(F)(F)F)c2c(C)nn(CC)c21
  -11%[10.9 µM], 1%, -5%, -0.7%
- CCOC(=O)C1(c2ccccc2)NC(c2ccc(N(C)C)cc2)C2C(=O)N(C)C(=O)C21 (centres undefined)
  -9%, 6%, 4%, -1.0%
- COc1cc(OC)c(NC(=O)Cc2ccc(-n3c(C)nc4cccnc43)cc2)cc1Cl
  -9%[10.9 µM], 6%, -7%, ?
- COC(=O)C(C(=O)Nc1cc(C)on1)C1CCCCCC1 (centres undefined)
  -13%, 5%, -2%, 2.1%
- O=C(NCC(c1cccs1)S(=O)(=O)c1cccs1)c1cccc(F)c1 (centres undefined)
  2%[10.9 µM], 4%, 24%, -1.3%
- Cc1ccc(C(=O)NCc2ccc(N(C)C)cc2)cc1NC(=O)c1nsc2ccccc12
  -10%[10.9 µM], 7%, -8%, ?
- CCCCCC(=O)Nc1ccc(N2CCN(C(=O)c3ccccc3)CC2)cc1
  3%, 7%, 0%, 2.4%
- CCOC(=O)N1CCC(NC(=O)CS(=O)Cc2nc(-c3ccc(OC)c(OC)c3)oc2C)CC1 (centres undefined)
  -20%, 7%, -5%, -2.7%
- O=C(NCc1ccco1)c1cnn2c(C(F)F)cc(-c3ccccc3)nc12
  18%, 2%, -2%, 1.4%
- c1ccc2oc(SCc3nc4ccccc4s3)nc2c1
  -23%, -25%, -17%, ?
- O=C(Cn1cnc2c(nnn2-c2cccc(Cl)c2)c1=O)N1CCOCC1
  -26%, -13%, 11%, -0.7%
- Cc1nc2ccc(S(=O)(=O)N(C)CC(=O)N3CCc4ccccc43)cc2s1
  -17%, 19%, -15%, ?
- CCOC(=O)c1ccc(NC(=O)C2CCN(S(=O)(=O)c3ccc4c(c3)CCCC(=O)N4)CC2)cc1
  -13%[10.9 µM], 2%, 5%, ?
- CC(=O)c1ccc(NC(=O)c2cc(-c3ccc4c(c3)OCO4)on2)cc1
  7%[10.9 µM], 8%, 20%, 4.1%
- COc1ccccc1CNC(=O)CCn1c(=O)c2ccccc2n(CC(=O)Nc2cc(Cl)ccc2C)c1=O
  16%[10.9 µM], 19%, ?, 3.1%
- Cc1ccc(S(=O)(=O)c2nnn3c2nc(NC(C)C)c2sccc23)cc1
  16%[10.9 µM], 0%, -9%, -0.8%
- COc1ccc(CCNC(=O)Cn2c(=O)c3cccn3c3ccc(F)cc32)c(OC)c1
  -7%[10.9 µM], 1%, -1%, -0.8%
- CS(=O)(=O)N(CC(=O)O)c1ccc(Oc2ccccc2)cc1
  1%, -7%, 2%, 2.0%
- CCN(CC(=O)Nc1ccc2c(c1)CCC2)Cc1nc2ccccc2c(=O)[nH]1
  20%, ?, -12%, ?
- Cc1ccc(O)c(NC(=O)CCSc2nc(-c3ccco3)cc(C(F)(F)F)n2)c1
  -4%[10.9 µM], -1%, ?, ?
- Cc1nc(NCC2CCCO2)nc2c1C(=O)CC(C)(C)C2 (centres undefined)
  2%, 1%, -7%, -4.0%
- O=C(CSc1nnc(-c2ccco2)o1)NC(=O)Cc1ccccc1
  -10%, -3%, -8%, 0.4%
- O=C(NCCc1csc(-c2ccc(F)cc2)n1)c1ccco1
  -11%[10.9 µM], -11%, -13%, -2.1%
- CCc1ccc(NC(=O)N(CCCN2CCOCC2)C(C)c2cc3cccc(OC)c3o2)cc1 (centres undefined)
  -15%, 19%, -18%, ?
- Cc1ccc(C(=O)NC2CCCCCC2)o1
  -29%, -9%, -17%, 4.0%
- COc1ccc(C(=O)N2CCN(C(=O)COc3ccc(C)cc3)CC2)cc1OC
  -10%[10.9 µM], -24%, -15%, -1.1%
- CCc1ccc(N(CC)C(=O)Cn2cnc3sc(C)c(S(=O)(=O)N4CCN(c5ncccn5)CC4)c3c2=O)cc1
  -5%[10.9 µM], 3%, 9%, 2.0%
- CC(C)Cn1c(=O)c2ccccc2n2c(CCC(=O)Nc3ccc(F)cc3)nnc12
  6%[10.9 µM], -1%, -20%, ?
- COC(=O)c1c(-c2cccs2)csc1NC(=O)COc1ccc(C(C)(C)C)cc1
  7%[10.9 µM], -5%, -11%, -0.8%
- COc1ccccc1-c1nc(NC(C)=O)n[nH]1
  0%, -4%, -18%, ?
- CC1CN(c2nc3c(c(=O)n(C)c(=O)n3C)n2Cc2c(F)cccc2Cl)CC(C)O1 (centres undefined)
  2%, 6%, 7%, 2.0%

# An excerpt of these results, as tab-separated lines.
molecule	Imprint erasure	p53ts 32C tox	p53ts 39C tox	IkB signaling
COc1ccc(C(=O)N2CCN(C(=O)COc3ccc(C)cc3)CC2)cc1OC	-10%[10.9 µM]	-24%	-15%	-1.1%
CCc1ccc(N(CC)C(=O)Cn2cnc3sc(C)c(S(=O)(=O)N4CCN(c5ncccn5)CC4)c3c2=O)cc1	-5%[10.9 µM]	3%	9%	2.0%
CC(C)Cn1c(=O)c2ccccc2n2c(CCC(=O)Nc3ccc(F)cc3)nnc12	6%[10.9 µM]	-1%	-20%	?
COC(=O)c1c(-c2cccs2)csc1NC(=O)COc1ccc(C(C)(C)C)cc1	7%[10.9 µM]	-5%	-11%	-0.8%
COc1ccccc1-c1nc(NC(C)=O)n[nH]1	0%	-4%	-18%	?

# Next section
# Each structure is followed by: Imprint erasure, p53ts 32C tox, p53ts 39C tox, IkB signaling
- COc1ccc(CNC(=O)CCCn2nc(C)n3c(cc4sccc43)c2=O)cc1
  15%[10.9 µM], -7%, -19%, ?
- Clc1c(CSc2nc3ccccc3o2)nc2sccn12
  -35%[inhibitor], -14%, -18%, 1.3%
- CC(=O)Nc1sc2c(c1C#N)CCCCC2
  ., -12%, -8%, -4.5%
- CCOC(=O)N/N=C1/C[C@@H](O)[C@@H](O)[C@@H]2[C@@H]3C(=O)N([C@@H](C)c4ccccc4)C(=O)[C@H]3CC[C@H]12
  ., -5%[9.22 µM], 3%[9.22 µM], .
- O=C(Nc1ccc2nc3n(c(=O)c2c1)CCCCC3)C(=O)Nc1ccccc1F
  -7%[10.9 µM], -11%, ?, 1.8%
- Cc1ccc(Nc2nc(N)nc(CSc3nccn3C)n2)cc1
  -26%, ?, ?, -2.5%
- CCCc1nnc(NC(=O)C2CCCO2)s1 (centres undefined)
  5%, -9%, -12%, ?
- COc1ccc(OCc2nnc(SC(C)C(=O)Nc3nccs3)n2-c2ccccc2)cc1 (centres undefined)
  -20%, 8%, -1%, ?
- O=c1c(N2CCN(c3cccc(C(F)(F)F)c3)CC2)csc2ccccc12
  -24%[10.9 µM], -18%, 15%, ?
- Cc1ccc2occ(CC(=O)N(Cc3ccc(C(C)C)cc3)C3CCS(=O)(=O)C3)c2c1 (centres undefined)
  -8%[10.9 µM], 18%, ?, ?
- COc1ccc(-c2nsc(NC(=O)C(C)Oc3ccc(Cl)c(C)c3)n2)cc1 (centres undefined)
  -5%[10.9 µM], 14%, ?, 3.8%
- COc1ccc(CCNC(=O)Cn2cnc3c(cnn3-c3ccccc3Cl)c2=O)cc1OC
  -13%, 11%, 0%, 0.7%
- O=C(COC(=O)COc1ccccc1)Nc1ccccc1OC(F)F
  10%, -3%, 15%, 0.6%
- Cc1cc(C)nc(SC2CCCCC2O)n1 (centres undefined)
  -6%, 2%, 8%, -0.1%
- CCOC(=O)CSc1nc2c([nH]c3ccccc32)c(=O)n1-c1ccc(OC)cc1
  -6%[10.9 µM], 12%, -25%, -0.8%
- COc1cc(C2/C(=C(/O)c3ccc(F)cc3)C(=O)C(=O)N2CCCC(=O)O)ccc1O (centres undefined)
  -3%, -5%, -2%, -1.9%
- CCC(=O)Nc1cccc(-c2nc3ccccc3o2)c1
  7%, -1%, 2%, ?
- CCC1=Nc2cc(C(=O)NCCCOC(C)C)ccc2Sc2ccc(C)cc21
  -24%[10.9 µM], 9%, -7%, -2.3%
- Cc1ccccc1CSc1nc2n(n1)C(c1cccs1)C1=C(CCCC1=O)N2 (centres undefined)
  -17%, 12%, 8%, ?
- Cc1cccc(N2CCN(CCCNC(=O)c3nnc(Cc4c(F)cccc4Cl)o3)CC2C)c1 (centres undefined)
  -14%[10.9 µM], 2%, -19%, ?
- O=C(CCCCCN1C(=O)c2ccccc2C1=O)Nc1ccc(F)cc1
  ., 7%, 7%, .
- CCOC(=O)c1ccc(NC(=O)C2=C(C)Nc3nc(CCCO)nn3C2c2ccc(OC)cc2)cc1 (centres undefined)
  -8%[10.9 µM], 2%, -3%, 3.1%
- CC(=O)Oc1c(C)cc(O)c2ccccc12
  -28%, ?, ?, ?
- COc1ccc(C(=O)Nc2ccc3c(c2)CCCN3S(=O)(=O)c2ccc(C)cc2)c(OC)c1
  -12%[10.9 µM], -3%, 11%, 0.3%
- Cc1ccc(Cn2nnc3c(=O)[nH]c(C4CCN(C(=O)Cc5cccs5)CC4)nc32)cc1
  ., -1%, -2%, -1.0%
- Cc1ccc(S(=O)(=O)Cn2nnnc2C(C)N2CCN(C(=O)c3ccco3)CC2)cc1 (centres undefined)
  -6%, -1%, 1%, 1.7%
- COCc1nnc(NC(=O)CC(C)C)s1
  ., 4%, 5%, .
- O=C(O)c1ccccc1C(=O)N1CCN(c2ccccc2)CC1
  -6%, -4%, -14%, -0.9%
- COc1cccc2c1nc(C)c1cc(C)oc12
  -25%, -22%, -16%, -3.5%
- O=C(CN1C(=O)CCc2cc(S(=O)(=O)N3CCOCC3)ccc21)NCc1ccccc1Cl
  -6%[10.9 µM], 0%, 0%, ?
- COc1ccc(CCNC(=O)c2c(C)oc3nc(C)nc(N4CCOCC4)c23)cc1OC
  5%[10.9 µM], -1%, 14%, -3.0%
- Cc1cc(C)nc(SCc2csc(N)n2)n1
  -9%, -3%, 8%, 6.2%
- CCC(C)NC(=O)Cn1c(=O)n(Cc2ccc(C(=O)NCCCOC)cc2)c(=O)c2ccccc21 (centres undefined)
  -3%[10.9 µM], 6%, 3%, -1.5%
- CC(C)N(Cc1nc(-c2ccccc2)no1)C(=O)c1ccc(Cl)cc1
  -26%, 17%, 13%, ?
- O=C(CCc1nc(-c2ccccc2F)no1)NCCN1CCN(Cc2ccccc2)CC1
  -18%, -9%, -4%, 0.0%
- Cc1c(C(=O)Nc2ccccc2Cl)oc2ccc(S(=O)(=O)N3CCCCCC3)cc12
  -28%[10.9 µM], -8%, -20%, 1.4%
- O=C(NCCc1csc(-c2ccc(F)cc2)n1)c1ccc(Br)o1
  -8%[10.9 µM], -3%, ?, ?
